# Screens from PubChem.
# PglD inh: C. jejuni PglD acetyltransferase inhibitors, primary screen, biochemical, DTNB colorimetric, single point; UDP-N-acetylbacillosamine N-acetyltransferase PglD (Campylobacter jejuni); purified PglD enzyme, DTNB colorimetric CoA detection; inhibition, % at 12.5 µM; 360,000 tested, 0.098% active; AID 602405, 2012; in the data active = inhibition above about 16%, passing the limit was not always enough; also: strong numbers were not always called active
# Statin myotox sup: suppressors of statin myotoxicity in C2C12 myotubes, primary screen, cell-based, single point, plate reader | AID 602340, 2012 | 330,000 tested, 0.78% active | rescue of ATP level, % at 7.49 µM | C2C12 myotubes + simvastatin, ATP luminescence, 48 h; scaled: DMSO 0, geranylgeraniol control 100;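 active = mean ATP rescue above about 67%, or every replicate alone reaching that limit, limit read from the data, passing the limit was not always enough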;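 also: myotubes were challenged with 10 µM simvastatin during compound exposure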
# FN deposition inh: inhibitors of fibronectin matrix deposition, primary screen, AH1F cells, Alexa488-fibronectin fluorescence, plate reader. AH1F fibroblasts, overnight. inhibition, % at 12.6 µM. 350,000 tested, 0.086% active. AID 743247, 2014;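 active = mean inhibition across replicates of 30% or more, regardless of how many single replicates reach that level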;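 also: positive control wells lacked labelled fibronectin entirely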
#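 Material: AH1F fibroblast monolayer depositing Alexa488-labelled fibronectin into matrix / Amount: 10000 AH1F cells per well / Signal: fluorescence 485/525 nm / Medium: DMEM, 2% serum / Compound: single dose, pinned / Incubation: 1 h cell adhesion before compound, then overnight fibronectin incubation / Reagent: Alexa488-FN, 24 nM final / Read-out: inhibition of fibronectin deposition signal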
# miR-122 sensor: miR-122 Renilla sensor signal increase in Huh7, primary screen, miR-122 inhibitor project, cell-based, single point, plate reader; Huh7 miR-122 Renilla luciferase sensor, 48 h; neutral wells = 0, positive control = 100; activation (reporter increase), % at 12.5 µM; 340,000 tested, 0.3% active; AID 602342, 2012;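 active = mean replicate activation score at least 90 and every replicate individually at or above 90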;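 also: higher luciferase means less miR-122 activity so hits act as miR-122 inhibitors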
# Cneo AK release: Cryptococcus neoformans cell lysis inducers, primary screen, AK release luminescence, single concentration. C. neoformans lysis, adenylate kinase release luminescence, 4 h; normalised: neutral wells 0, clomiphene wells 100. lysis activity, % at 15 µM. 360,000 tested, 0.2% active. AID 651654, 2012;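 active = mean lysis activity across replicates of at least 80%, whatever share of replicates individually reach that level; inactive = mean lysis activity below 80%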
#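 Signal: Adenylate kinase release luminescence | Assay system: Log-phase Cryptococcus neoformans yeast cells | Input: Cells at 5 × 10^6 per mL | Buffer or medium: Fresh YPD growth medium | Compound: Single dose | Schedule: Static 4 h at 37 °C with compound, 1 h detection | Controls: Clomiphene | Read-out: Luminescence rise reflecting yeast cell lysis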
# GSIS activator: GLuc luminescence reporter in INS-1E cells, primary screen for activators of glucose-dependent secretion of insulin. INS-1E GLuc reporter insulin secretion, 2-3 h. activation, % at 16.6 µM. 370,000 tested, 0.61% active;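 active = lowest replicate activation of at least 40%, so every replicate reaches that level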;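 also: 0% = median of neutral control wells and 100% = median of IBMX positive control wells; some compounds called inactive have numbers as strong as hits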
# CFTR F508del cor: F508del CFTR correction, initial screen, CFBE line, single point; 350,000 tested, 0.36% active; AID 720511, 2013; activity (quench increase), % at 7.58 µM; CFBE cells, YFP halide quenching; stimulated with forskolin plus potentiator P3; % fluorescence drop versus neutral controls;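 active = mean added fluorescence quench of at least 8% versus neutral control, with both replicates also reaching 8%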;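 also: cells transiently co-express mutant CFTR-F508del with the halide-sensitive YFP; corrector assay measuring rescue of mutant channel to the surface after 24 h compound exposure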
# PGC1a acetyl inh: inhibitors of PGC1a acetylation signal, primary screen, cell-based, U2OS, AlphaScreen, inhibitor mode; inhibition, % at 15.6 µM; 350,000 tested, 0.17% active; AlphaScreen anti-acetyl-lysine; with virally co-expressed GCN5 acetyltransferase; AID 651687, 2012;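 active = every replicate shows inhibition of at least 40%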;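 also: 0% = neutral control wells and 100% = positive control wells; some results beyond the cut were filed as inactive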
# The depositor's hits bear a star; x = not tested or not shown; [ ] = another dose, or the depositor's remark.
# Second line of a record – PglD inh	miR-122 sensor	Statin myotox sup	FN deposition inh	GSIS activator	CFTR F508del cor	Cneo AK release	PGC1a acetyl inh
Cc1nnn(C23CC4CC(CC(C4)C2)C3)n1
  3	2	-8	-8	1	x	1	1
COCCNC(=O)C[C@H]1CC[C@H]2[C@@H](COC[C@@H](O)CN2C(=O)c2cc(Cl)cc(Cl)c2)O1
  7	4[16.7 µM]	9	-13	3	-1.3	-4	-9
NC(=O)C1CCN(C(=O)CCNS(=O)(=O)c2cc(Br)cnc2N)CC1
  7	x	2	7	8	0.8	0	x
COc1ccc(CN(C)C[C@@H]2Oc3ccc(NC(=O)c4ccncc4)cc3CC(=O)N([C@@H](C)CO)C[C@@H]2C)cc1
  -4	3[16.7 µM]	-6	6	6	0.5	0	-8
Cc1cc(OCCCn2ccnc2)cc(C)c1Cl
  3	8	x	x	x	x	-3	-16
C/C(=N\NC(=O)c1cc(-c2ccc(C)s2)nc2ccccc12)c1cccnc1
  -4	3	-7	11	-2	-0.9	-16	5
CC(=O)c1cccc(NC(=O)NCc2ccco2)c1
  -1	1	-5	x	10	x	0	x
CC1(C)CC(=O)C/C(=N/NC(=O)COc2ccc3ccccc3c2Br)C1
  3	3	-8	x	8	2.7	2	-11
C=CCSc1nnc(NC(=O)c2ccc(NC(C)=O)cc2)s1
  1	-5	6	-6	17	-0.8	2	-14
C[C@H](CO)N1C[C@H](C)[C@@H](CN(C)S(=O)(=O)c2ccccc2)OCc2ccccc2-c2ccccc2C1=O
  -2	x	-17	-13	-32	-0.6	1	1
C=CCSc1nnc(CCCCCN2C(=O)c3cccc4cccc(c34)C2=O)o1
  6	-17	x	-2	14	1.6	2	0
COc1ccccc1N=C1SC(C(=O)Nc2cccc(Cl)c2Cl)C(N)=C1C(N)=O (stereo unspecified)
  x	x	x	-3	-2	9.5*	x	-9
COc1ccc(C(=O)N2CCN(CCNC(=O)C(=O)Nc3ccc(F)cc3)CC2)cc1
  2	x	-3	2	4	3.4	9	x
O=C(Nc1cccc(C(=O)O)c1)/C(=C/c1ccc([N+](=O)[O-])cc1)NC(=O)c1ccccc1
  0	x	x	5	2	-2.3	0	x
Cc1noc(C)c1S(=O)(=O)Nc1ccc2c(c1)C(=O)N([C@@H](C)CO)C[C@H](C)[C@H](CN(C)S(=O)(=O)c1c(C)noc1C)OCCCC[C@@H](C)O2
  3	23[16.7 µM]	x	0	-2	-2.3	3	-3

# Quoted from the results shown, 2 compounds:
# Second line of a record – PglD inh	miR-122 sensor	Statin myotox sup	FN deposition inh	GSIS activator	CFTR F508del cor	Cneo AK release	PGC1a acetyl inh
C[C@H](CO)N1C[C@H](C)[C@@H](CN(C)S(=O)(=O)c2ccccc2)OCc2ccccc2-c2ccccc2C1=O
  -2	x	-17	-13	-32	-0.6	1	1
C=CCSc1nnc(CCCCCN2C(=O)c3cccc4cccc(c34)C2=O)o1
  6	-17	x	-2	14	1.6	2	0

# Entries of single compounds as entered above.
# Record of `Cc1noc(C)c1S(=O)(=O)Nc1ccc2c(c1)C(=O)N([C@@H](C)CO)C[C@H](C)[C@H](CN(C)S(=O)(=O)c1c(C)noc1C)OCCCC[C@@H](C)O2` → PglD inh = 3; miR-122 sensor = 23[16.7 µM]; Statin myotox sup = x; FN deposition inh = 0; GSIS activator = -2; CFTR F508del cor = -2.3; Cneo AK release = 3; PGC1a acetyl inh = -3
# Record of `COCCNC(=O)C[C@H]1CC[C@H]2[C@@H](COC[C@@H](O)CN2C(=O)c2cc(Cl)cc(Cl)c2)O1` → PglD inh = 7; miR-122 sensor = 4[16.7 µM]; Statin myotox sup = 9; FN deposition inh = -13; GSIS activator = 3; CFTR F508del cor = -1.3; Cneo AK release = -4; PGC1a acetyl inh = -9
# Record of `C=CCSc1nnc(NC(=O)c2ccc(NC(C)=O)cc2)s1` → PglD inh = 1; miR-122 sensor = -5; Statin myotox sup = 6; FN deposition inh = -6; GSIS activator = 17; CFTR F508del cor = -0.8; Cneo AK release = 2; PGC1a acetyl inh = -14

# More structures follow:
# Second line of a record – PglD inh	miR-122 sensor	Statin myotox sup	FN deposition inh	GSIS activator	CFTR F508del cor	Cneo AK release	PGC1a acetyl inh
CCc1nc2ccc(C(=O)NCc3ccc(OC)cc3)cn2c1N(C)CCC(C)C
  4	1	-27	3	-24	-0.9	2	2
CCOC(=O)CNC(=O)CN1CCC(c2nc3ccccc3[nH]2)CC1
  -1	0	-5	2	9	1.0	4	0
O=C(Nc1ccc(Cl)cc1)C1C2C=CC3(O2)C1C(=O)N(CCN1CCCCC1)C3C(=O)NC1CCCCC1 (stereo unspecified)
  -1	9	-8	-3	0	0.9	5	0
CN(C(=O)c1ccc(Cl)c([N+](=O)[O-])c1)C1(C)CCS(=O)(=O)C1 (stereo unspecified)
  x	x	11	0	24	-1.1	x	x
C[C@@H]1CN([C@@H](C)CO)C(=O)CCCn2nncc2CO[C@H]1CN(C)Cc1ccccc1C(=O)O
  1	42[16.7 µM]	-15	4	6	-0.8	5	6
CCCC(=O)OCC(=O)Nc1ccc([N+](=O)[O-])cc1C#N
  x	x	x	14	1	3.3	x	5
COc1ccccc1OCC(=O)N1CCC2(CC1)CC(=O)c1ccccc1O2
  5	x	-7	-1	35	-7.5	1	x
COc1ccccc1OCC(=O)OCC(=O)NCCN1C(=O)CSC1=O
  0	-14	x	2	x	x	15	x
Cc1ccc(NC(=O)c2cc3c(s2)CCC3)cc1S(=O)(=O)N1CCOCC1
  2	48	-7	3	x	x	-1	x
CCOC(=O)N1CCN(C(=O)c2ccc3c(=O)n(Cc4ccc(Cl)cc4)c(=S)[nH]c3c2)CC1
  -4	2	82*	0	-45	x	4	0
COc1ccc(-c2ccc3oc(-c4ccsc4)cc3c2)cc1
  3	x	8	-3	-8	-1.4	-1	x
COc1cccc(/C=C/C(=O)OCC(=O)NC2CCCCCC2)c1
  1	1	0	6	5	1.0	0	-3
COc1cc(-c2nc(-c3cccc(C(F)(F)F)c3)no2)cc(OC)c1OC
  -6	-4	x	-3	-8	x	-2	11
O=C(Nc1ccccc1C(=O)N1CCCCC1)c1ccco1
  3	7	-7	3	x	-2.8	1	-6
CNC(=O)c1[nH]cnc1C(=O)NCC(=O)OCc1ccccc1
  -3	-2	18	12	4	-4.1	0	-5

# Other records.
# Second line of a record – PglD inh	miR-122 sensor	Statin myotox sup	FN deposition inh	GSIS activator	CFTR F508del cor	Cneo AK release	PGC1a acetyl inh
CCC(C)NC(=O)CN1C(=O)c2cccc3cccc1c23 (stereo unspecified)
  8	4	12	7	10	-1.7	4	19
COc1cc(C(=O)N2CCN(S(=O)(=O)c3cccc(F)c3)CC2)ccc1OCC(=O)N1CCOCC1
  -4	x	12	1	-2	0.6	0	-68
CCCCOc1ccccc1P(=O)(O)CP(=O)(c1ccccc1)c1ccccc1
  -5	21	22	x	x	x	-1	-13
COc1ccc(OC2C(=O)N(CCc3ccc(OC)c(OC)c3)C2c2ccc3c(c2)OCO3)cc1 (stereo unspecified)
  9	11	-6	x	x	x	2	-11
CCCCn1c(N)c(N(CC)C(=O)c2ccncc2)c(=O)[nH]c1=O
  1	-13	-1	0	4	2.8	0	2
CC(C)(C)NC(=O)C(c1ccco1)N(Cc1ccc2c(c1)OCO2)C(=O)Cn1nnc2ccccc21 (stereo unspecified)
  1	27	10	x	x	x	9	6
COc1ccccc1OCC(=O)Nc1ccc2c(c1)OCO2
  3	x	20	4	5	-2.5	-5	x
O=S(=O)(Oc1ccccc1N1CCCCC1)c1ccccc1
  -5	-7	x	15	-28	-0.8	-5	-30
CCc1ccc(N(C(=O)c2csnn2)C(C(=O)NCc2ccccc2)c2ccco2)cc1 (stereo unspecified)
  0	-2	x	-8	x	x	-1	x
CC(C)CC(=O)C1CCCN(C(=O)c2ccc3oc(Cc4ccccc4)nc3c2)C1 (stereo unspecified)
  -4	0	-5	x	-46	-3.0	1	-2
C[C@H](CO)N1C[C@H](C)[C@@H](CN(C)C(=O)c2cnccn2)Oc2ncc(-c3cccc(F)c3)cc2C1=O
  2	-12[16.7 µM]	6	x	4	x	50	9
O=C(Cc1ccccc1)NC(=S)Nc1cc(C(F)(F)F)ccc1Cl
  -9	8	-36	x	x	x	4	-11
CS(=O)(=O)c1sc(C#N)c2c1C(=O)CC(c1ccccc1)C2 (stereo unspecified)
  9	-28	x	37*	64	-15	-5	16
COc1ccc2c(c1)c1nnc(SCC(=O)N3CCCCC3C)nc1n2C (stereo unspecified)
  1	-8	-21	11	x	x	2	-12
Cc1cccc(C)c1OCCCN1CCOCC1
  4	x	5	x	23	x	1	-2

# Continued:
# Second line of a record – PglD inh	miR-122 sensor	Statin myotox sup	FN deposition inh	GSIS activator	CFTR F508del cor	Cneo AK release	PGC1a acetyl inh
CCN(C(=O)COC(=O)c1n[nH]c2ccccc12)c1ccccc1
  4	x	-2	5	20	5.4	-1	x
C[C@H]1CN([C@@H](C)CO)C(=O)c2cc(NS(=O)(=O)c3ccc(F)cc3)ccc2O[C@@H]1CN(C)Cc1ccc(C(=O)Nc2ccccc2N)cc1
  3	3[16.7 µM]	37	-5	14	0.7	-1	-3
NS(=O)(=O)c1ccc(CNC(=O)Cc2ccsc2)cc1
  -2	4	x	-6	8	4.7	-3	6
C[C@H](O)C#Cc1ccc2c(c1)O[C@H](CN(C)CC1CC1)[C@H](C)CN([C@@H](C)CO)S2(=O)=O
  x	-4[16.7 µM]	14	x	5	-1.0	x	6
C[C@@H]1CN([C@H](C)CO)C(=O)c2cccc(NS(=O)(=O)c3ccc(F)cc3)c2O[C@@H]1CN(C)S(=O)(=O)c1ccc(Cl)cc1
  1	-3[16.7 µM]	x	x	-2	2.5	0	-2
C[C@H](O)C#Cc1ccc2c(c1)O[C@H](CN(C)CC1CC1)[C@H](C)CN([C@H](C)CO)S2(=O)=O
  x	2[16.7 µM]	24	x	1	-0.9	x	-1
Cc1nn(S(=O)(=O)c2ccc([N+](=O)[O-])cc2)c(C)c1Sc1ccccc1
  8	4	-3	x	x	x	2	10
COc1ccc(S(=O)(=O)NCC2CCCO2)cc1C(=O)O (stereo unspecified)
  -1	0	-1	0	7	-1.9	-3	4
COc1cc(CNc2ccccc2Oc2cc(=O)n(C)c(=O)n2C)cc(OC)c1OC
  -2	-4	x	1	x	x	1	-20
C[C@H](CO)N1C[C@H](C)[C@@H](CN(C)S(=O)(=O)c2cccc(F)c2)Oc2ncc(-c3cccc(C(=O)N(C)C)c3)cc2C1=O
  2	4[16.7 µM]	-7	x	-8	1.5	1	-5
Cc1cc(NC(=O)CSc2nc3ccccc3n2CC(=O)N2CCC(C)CC2)no1
  -9	-6	11	x	x	x	1	-6
CN1CC[C@@]2([C@@]34CCN(C)C3Nc3ccccc34)c3ccccc3NC12 (stereo partly specified)
  1	-4	-5	x	x	-0.8	0	8
CCN(CC)Cc1c(-c2ccccc2)[nH]c2ccc(C)cc2c1=O
  4	1	-9	0	x	x	0	x
